Shn3 inh set2: Schnurri-3 reporter inhibition in Clone20 osteoblasts | Clone20 osteoblast Shn3 3'UTR firefly luciferase, 24 h | inhibition, % at 12.5 µM | actives 0.52% (n = 360,000) | AID 588674;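 active = mean inhibition of at least 75% with every replicate also reaching 75%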;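 note: 0% = median of neutral control wells and 100% = pilot-screen positive control compound; some compounds past the cut are filed as inactive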
PDI turbidity: blocks human protein disulfide isomerase activity. P07237. PDI insulin aggregation turbidity, A650, 90 min. inhibition, % at 10 µM. actives 0.052% (n = 350,000). AID 588391;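 active = mean inhibition across replicates of 30% or more, whatever share of single replicates reach that level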;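 note: absorbance from insulin aggregation driven by PDI reduction with DTT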
Target sequence (P07237 whole entry, looked up): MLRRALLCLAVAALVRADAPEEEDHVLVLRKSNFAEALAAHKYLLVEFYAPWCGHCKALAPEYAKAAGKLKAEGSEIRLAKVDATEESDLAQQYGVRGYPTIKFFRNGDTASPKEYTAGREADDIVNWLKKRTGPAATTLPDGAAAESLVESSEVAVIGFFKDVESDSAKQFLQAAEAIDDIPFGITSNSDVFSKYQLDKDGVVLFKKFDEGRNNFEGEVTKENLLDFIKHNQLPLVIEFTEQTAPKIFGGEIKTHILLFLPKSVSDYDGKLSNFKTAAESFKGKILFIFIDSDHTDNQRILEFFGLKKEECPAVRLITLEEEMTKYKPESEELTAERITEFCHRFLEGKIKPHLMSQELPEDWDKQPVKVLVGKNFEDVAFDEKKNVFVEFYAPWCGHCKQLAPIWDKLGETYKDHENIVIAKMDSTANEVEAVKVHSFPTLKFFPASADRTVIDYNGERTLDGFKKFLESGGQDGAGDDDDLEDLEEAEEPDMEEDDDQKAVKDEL
Peg3 prom inh: reduces Peg3 promoter-driven luciferase expression in HeLa | HeLa PEG-Prom luciferase reporter, luminescence, overnight | inhibition, % at 20 µM | actives 1.7% (n = 360,000) | AID 588405;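 active = inhibition of at least 50% at 20 µM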
CaV13 FRET inh: Primary screen for inhibitors of IQ motif and Ca2+-dependent inactivation inhibitor domain binding in CACNA1D, Förster resonance energy transfer in living cells, …; inhibition, % at 12.3 µM; AID 743397; actives 0.098% (n = 340,000); HEK cells, CFP/YFP FRET ICDI-IQ, plate reader, 10 min; percent FRET-ratio fall versus neutral wells;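 active = mean replicate inhibition of at least 30% and at least 1% of replicates passing that level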;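 note: 0% = median of the neutral control wells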
HIF-2a block: HIF-2a inhibition. 786-0 RCC cells HIF-2a reporter, luciferase luminescence, overnight. inhibition, % at 18.8 µM. actives 0.72% (n = 360,000);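 active = inhibition of the luminescence signal of 40% or more relative to plate controls, in a single-dose primary screen at 18.75 µM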
NR2E3 ag-1: activates human photoreceptor nuclear receptor NR2E3 | Q9Y5X4 | GST-NR2E3/biotin-RetCOR TR-FRET, 1536-well | inhibition of corepressor binding, % at 4.78 µM | actives 0.12% (n = 320,000) | AID 2300;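 active = percent inhibition above the cutoff of mean plus 3 SD of all tested compounds, set per screening campaign, cut at about 20% in these data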;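 note: 0% = DMSO wells and 100% = biotin wells as full block of FRET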
Target sequence (Q9Y5X4 whole entry, looked up): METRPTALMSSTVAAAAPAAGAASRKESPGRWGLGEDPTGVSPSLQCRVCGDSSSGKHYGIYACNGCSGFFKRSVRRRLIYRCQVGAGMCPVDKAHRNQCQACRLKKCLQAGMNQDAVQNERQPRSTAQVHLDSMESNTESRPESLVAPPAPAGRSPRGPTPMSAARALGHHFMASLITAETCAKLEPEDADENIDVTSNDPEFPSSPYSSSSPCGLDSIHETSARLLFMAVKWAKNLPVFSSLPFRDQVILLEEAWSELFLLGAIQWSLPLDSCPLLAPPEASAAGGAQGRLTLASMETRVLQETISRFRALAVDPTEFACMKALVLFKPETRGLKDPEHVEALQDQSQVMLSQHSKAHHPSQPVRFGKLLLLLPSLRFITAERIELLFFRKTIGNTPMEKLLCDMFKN
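Material – GST-tagged NR2E3 plus biotinylated RetCOR corepressor · Quantity – NR2E3 fusion 1.35 nM · Times – 5 h incubation at 4 °C · Medium – pH 7.5 Tris-based buffer · Technique – TR-FRET, Eu(K)-anti-GST donor, streptavidin-D2 acceptor, ex 340, em 617/671 nm · Benchmarks – high control biotin, low control 0.6% DMSO · Format – 1536-well plates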
hiPSC survival: hiPSC single-cell survival enhancement; ATPlite luminescence; 100% = ROCK inhibitor wells, 0% = DMSO; survival enhancement, % at 20 µM; actives 0.044% (n = 360,000); in the data active = survival enhancement above about 18%;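 note: cells exposed to compounds for 16 hours before the ATP read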
MITF TRPM1 inh: inhibitors of MITF-driven TRPM1 promoter in melanoma cells. SK-MEL-5 TRPM1 promoter luciferase, 24 h. inhibition, % at 12.5 µM. actives 0.83% (n = 330,000). AID 488899;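 active = mean inhibition across replicates of 60% or more, whatever share of single replicates reaches that level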; note: values of inactives mirror those of a sister screen read the other way
H9c2 protect: myocardial damage modulation in H9c2 cells; H9c2 cardiomyocytes, H2O2 injury protection, ATPLite, 2 h; protection from H2O2 cell death, % at 20 µM; actives 0.63% (n = 360,000);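 active = compounds giving at least 50% protection of heart cells from peroxide-induced death in the single-dose screen, raw or plate-pattern-corrected value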;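 note: 0% = DMSO wells with peroxide and 100% = DMSO wells without peroxide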
NR2E3 ag-2: activates human NR2E3 receptor. CHO-S Gal4-NCOR/VP16-NR2E3 two-hybrid, luciferase. inhibition of corepressor binding, % at 3.98 µM. actives 0.35% (n = 360,000). AID 602229;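 active = inhibition above the mean of all tested compounds plus 3 SD, cut at about 70% in these data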;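 note: 0% = DMSO with NR2E3 transfected cells and 100% = cells lacking NR2E3 construct; higher means lower luciferase signal from less NR2E3 corepressor binding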
HTR2A ag: mouse HTR2A agonism via beta-arrestin recruitment; P35363; CHO-K1 mHTR2A beta-arrestin complementation, luminescence; percent of 30 µM serotonin response; actives 0.66% (n = 360,000); activation, % at 7.6 µM; AID 624169;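 active = activation above a run cutoff, the mean activation of all tested compounds plus 3 SD, cut at about 14% in these data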;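 note: 0% = plate median of compound wells and 100% = 30 µM serotonin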
Numbers without * were called inactive; . = not tested or not shown.

SMILES	Shn3 inh set2	PDI turbidity	Peg3 prom inh	CaV13 FRET inh	HIF-2a block	NR2E3 ag-1	hiPSC survival	MITF TRPM1 inh	H9c2 protect	NR2E3 ag-2	HTR2A ag
CC(=O)c1ccc(Nc2ccc(-c3ccccc3C)nn2)cc1	-57	3	-265	-5	-206	1	-3.9	-79	-18	-91	1
CC(C)(C)N1C(=O)Cc2c1nc(N)c1c(N)nc(N3CCCCC3CO)c(C#N)c21 (configuration not stated)	3	6	-42	.	-24	3	-2.2	-49	22	13	-1
Cc1ccccc1-c1cc(C(=O)NCc2ccc3c(c2)OCO3)n(CC2CC(c3cccnc3)=NO2)n1 (configuration not stated)	2	12	28	-5	11	2	-1.2	4	-3	-1	3
Cc1cccc(NC(=O)CN2CCC(C(=O)c3ccc4c(c3)OCCO4)CC2)c1	24	11	12	-4	12	3	-0.4	1	-14	-13	-7
CN(C)C(=O)c1cccc(-c2cccc(-c3nc(C(=O)NCc4ccccc4)cc4c3[C@@H](CCO)N(S(=O)C(C)(C)C)C4)c2)c1 (some centres not stated)	-3	.	42	-3	7	.	0.0	.	44	-3	6
Fc1ccc(CNC(=S)Nc2ccc(Cl)cc2)cc1	-8	5	-2	-4	-85	-1	-3.6	-17	-12	-6	6
O=C1CC2(CCN(C(=O)c3ccc(F)c(F)c3)CC2)Oc2ccccc21	-7	2	5	-5	24	9	-0.5	9	-4	3	5
O=C(NC1CCCCC1)N1CCC(n2cnc3ccccc32)CC1	33	-3	9	-5	13	5	-3.7	10	0	-15	1
COCCN1Cc2cccc(C(=O)Nc3c(C)cc(C)cc3C)c2C1=O	-2	-8	19	-1	1	-2	-0.3	-3	-4	17	4
CN(C(=O)c1cccc(NC(=O)Cc2cccc([N+](=O)[O-])c2)c1)C1CCC1	59	-4	-33	-11	-32	.	2.4	20	-1	-2	-1
COC(=O)c1cc(C(=O)N2CCN(c3cccc(Cl)c3)CC2)cc([N+](=O)[O-])c1	9	7	6	-3	19	0	-2.3	5	0	14	0
COC(=O)Cc1[nH]c(=S)[nH]c1C(=O)OC	-12	2	14	-5	1	2	-0.4	-1	2	13	3
CC(=O)/C(C[N+]1(C)CCCCC1)=N\O	-10	18	7	.	24	-2	4.3	19	3	11	4
O=C(Nc1ccccc1)N(C1=NCCCCS1)c1ccccc1	-11	-6	-52	.	-69	8	-1.6	-9	4	0	0
N#C/C(=C/c1ccc(Br)s1)C(=O)NCCc1c[nH]c2ccccc12	-17	13	24	-3	19	0	0.2	9	-8	-13	0
COc1ccc(NC(=O)c2ccc3c(=O)n(-c4ccc(OC)cc4OC)c(=S)[nH]c3c2)cc1	47	-6	-5	-3	8	0	-0.6	19	-2	-37	-3
Fc1cccc(F)c1-n1c(CN2CCCCC2)csc1=S	-4	16	28	-1	12	0	-2.0	2	0	-41	3
Cn1ccsc1=NC(=O)c1cc(S(=O)(=O)N2CCOCC2)ccc1F	18	1	15	-6	10	2	0.2	-2	-6	2	-1
CCN1CCCC1CNC(=O)C(=O)NC(C)c1ccccc1 (configuration not stated)	4	1	-2	-2	13	1	-0.6	-1	-4	6	-2
O=C(COC(=O)/C=C/c1ccc(OC(F)F)cc1)Nc1ccc(N2CCOCC2)cc1	-1	-6	-6	-5	10	-2	-0.4	6	-4	-7	2
C=CCN1C=C2C(=O)C(C)(OC(=O)C3CCCC3)C(=O)C=C2C=C1c1ccsc1 (configuration not stated)	10	-2	0	-10	15	1	4.1	8	2	17	-2
Nc1nnc(SCC(=O)OCC(=O)Nc2ccccc2)s1	10	-7	13	3	16	1	-1.2	0	10	-20	6
COc1ccc2sc(C)nc2c1NC(C)=O	-12	3	-1	-7	14	-2	5.1	7	4	-16	-2
CCOC(=O)c1ccc(NC(=S)NCCc2ccccc2F)cc1	8	4	-7	-5	-1	-5	-0.6	11	-11	-7	-5
C=C[C@H]1[C@H](O[C@@H]2O[C@H](CO)[C@@H](O)[C@H](O)[C@H]2O)OC=C2C(=O)OCC[C@]21O	5	-3	-18	-10	3	.	3.1	6	2	-21	-1
O=C(c1cn(-c2ccccc2)nc1-c1ccccc1)N1CCOCC1	3	2	-14	-12	-15	3	-0.6	-1	-8	-17	-4
Cc1noc(C)c1S(=O)(=O)N1CCCC(C(=O)NCCC2=CCCCC2)C1 (configuration not stated)	22	-1	21	.	10	-2	-2.8	0	-16	-5	0
NC(=O)c1ccc2c(=O)c(O)c(-c3cc(Cl)c(N)c(Cl)c3)[nH]c2c1	2	7	9	-13	10	4	-0.9	-15	20	-32	-2
CC(C)OCCCNC(=O)c1ccc(CN2CCc3ccccc3C2)cc1	-6	1	14	-2	10	0	-0.6	12	-3	-26	-3
CC1CCc2c(C(=O)NCc3ccco3)csc2C1 (configuration not stated)	-4	-5	-113	-14	-200	-5	0.1	-7	-1	-34	-3
C[C@H](CO)NC(=O)[C@@H]1C[C@H]1[C@@H](NP(=O)(c1ccccc1)c1ccccc1)c1ccccc1	-29	8	-8	-4	-2	3	0.5	-4	5	-4	-5
O=C(C1CC(=O)N(c2ccc(Br)cc2)C1)N1CCCC1 (configuration not stated)	-1	-11	4	.	-3	3	-0.2	-14	2	27	-2
Cc1ccc(CCC(=O)Nc2ccc([N+](=O)[O-])cc2)o1	-42	-4	-11	-3	-19	-3	0.0	-1	-1	-12	-4
CN(C)S(=O)(=O)c1ccc2c(c1)C(CC(=O)O)NC2=O (configuration not stated)	-13	2	15	-4	-10	1	-1.2	6	1	3	4
NC(=O)c1ccc(N2CCN(c3ncc(C(F)(F)F)cc3Cl)CC2)cc1	5	-4	-1	0	10	1	-0.4	0	-4	-28	5
CCNC(=O)N(CC)C[C@H]1N[C@@](C)(C(=O)OC)[C@H]2C(=O)N(C)C(=O)[C@@H]12	-4	-1	-9	-5	11	.	1.3	-2	3	9	-5
O=C(COC(=O)CCC1CCCC1)Nc1ccccc1OC(F)F	13	-2	17	.	20	4	-0.3	8	-3	-11	4
Cc1cc(C)cc(-n2c(SCC(=O)NCc3ccco3)nc3ccccc3c2=O)c1	-1	18	33	.	10	2	1.8	13	4	-2	-1
COc1ccc(-c2nnc(Sc3nc4ccccc4o3)c3ccccc23)cc1	-11	7	45	-7	39	0	-2.0	-5	18	-40	-2
COc1ccc(N2CCN(C(=S)NC(C)c3ccccc3)CC2)cc1 (configuration not stated)	1	-2	5	-8	-6	-3	-0.1	.	18	20	-2
COc1cc(OC)cc(C(=O)N2CCC(N3CCN(c4ccccc4OC)CC3)CC2)c1	-6	14	3	-2	15	4	5.1	-4	0	5	1
CC(C)(C)NC(=O)COC(=O)/C=C/c1ccc(F)cc1	7	-2	-1	-5	7	-1	-0.7	2	7	-15	-5
COc1cccc(NC(=O)CSc2nc3n[nH]c(C)c3c(=N)n2-c2cccc(OC)c2)c1	14	-7	19	.	7	0	0.2	3	38	16	-4
CCn1c(-c2ccncc2)n[nH]c1=S	17	0	10	-4	12	-1	2.4	-3	-1	-17	4
CCn1c(SCC(=O)Nc2cc(F)ccc2C)nnc1-c1ccccc1O	17	1	11	-7	14	4	2.4	1	-2	-17	-3
CCC(=O)N1CCc2cc(Br)c(S(=O)(=O)NCCN3CCCCC3CC)cc21 (configuration not stated)	12	9	-5	-3	4	.	-1.1	15	1	-2	-3
CC(C)(C)c1cc(Br)c(O)c(N=Nc2ccc(S(=O)(=O)N3CCOCC3)cc2)c1	13	2	-7	-7	5	2	0.4	7	-2	-4	0
CC(=O)/C=C/c1ccccc1O	-5	-4	6	-5	13	0	1.0	8	-2	5	-2

Full records as entered above.
Shown for `CCN1CCCC1CNC(=O)C(=O)NC(C)c1ccccc1` (configuration not stated) → Shn3 inh set2: 4; PDI turbidity: 1; Peg3 prom inh: -2; CaV13 FRET inh: -2; HIF-2a block: 13; NR2E3 ag-1: 1; hiPSC survival: -0.6; MITF TRPM1 inh: -1; H9c2 protect: -4; NR2E3 ag-2: 6; HTR2A ag: -2
Shown for `NC(=O)c1ccc(N2CCN(c3ncc(C(F)(F)F)cc3Cl)CC2)cc1` → Shn3 inh set2: 5; PDI turbidity: -4; Peg3 prom inh: -1; CaV13 FRET inh: 0; HIF-2a block: 10; NR2E3 ag-1: 1; hiPSC survival: -0.4; MITF TRPM1 inh: 0; H9c2 protect: -4; NR2E3 ag-2: -28; HTR2A ag: 5

More entries follow:
SMILES	Shn3 inh set2	PDI turbidity	Peg3 prom inh	CaV13 FRET inh	HIF-2a block	NR2E3 ag-1	hiPSC survival	MITF TRPM1 inh	H9c2 protect	NR2E3 ag-2	HTR2A ag
O=C(COC(=O)COc1ccc(Cl)cc1)NCCNC(=O)COC(=O)COc1ccc(Cl)cc1	1	9	-5	-6	5	-1	-0.7	-1	-2	-10	3
C=CCNC(=O)C1CC(c2cccc(OC)c2)=NO1 (configuration not stated)	5	10	-4	-10	4	-1	-1.1	7	-8	7	-3
COc1ccc(N2CSC3=C(C#N)C(c4ccc(OC)c(OC)c4)CC(=O)N3C2)c(OC)c1 (configuration not stated)	-16	.	4	-11	-2	3	-0.8	.	8	-7	4
COc1cc(NC(=O)CSc2c3c(nc4ccccc24)CCC3)cc(OC)c1OC	39	13	19	-2	11	3	0.8	18	20	-23	4
CC(=O)N1c2ccc(S(=O)(=O)NCCC(=O)Nc3ccc(C)c(F)c3)cc2CC1C (configuration not stated)	7	-4	27	-5	6	-2	0.3	1	-3	-2	1
COC(C[C@H](O)C[C@H](O)COCc1ccccc1)OC	-6	0	1	-9	1	.	-0.4	-3	-1	-14	6
Cn1c(=O)n(C)c2cc(S(=O)(=O)Nc3ccccc3O)ccc21	20	4	4	-7	-4	0	-1.0	-14	1	15	1
CSCCNC(=O)C1(C)CCN1C(=O)c1cc(C)n(C)n1 (configuration not stated)	-14	-9	-14	-10	3	.	0.0	.	-8	4	1
COc1ccccc1NC(=O)C(C)NS(=O)(=O)c1ccccc1 (configuration not stated)	-2	2	16	.	9	2	-1.0	15	7	-8	-1
CSc1nc2c(c(=O)[nH]1)C(c1cccc(Br)c1)CC(=O)N2 (configuration not stated)	2	-2	2	-4	15	5	2.5	9	5	-8	1
CCc1cccc(NC(=O)Nc2cccs2)c1	-46	-7	-217	.	-197	0	-1.4	-75	-10	-94	-6
COc1ccc(NC(=O)C/C(C)=N/NC(=O)CCc2ccccc2)c(OC)c1	-13	7	5	-3	5	5	-0.1	10	10	1	1
CC(Oc1ccc(Br)cc1)C(=O)O/N=C(\N)c1ccncc1 (configuration not stated)	12	4	3	-2	-13	3	-0.1	0	-5	4	-9
COc1cc(C(=O)NCc2cccs2)ccc1OCc1c(C)noc1C	21	-1	-1	-12	3	.	1.8	.	-5	9	1
CC(=O)c1cccc(OCC(=O)N(Cc2ccco2)c2c(N)n(Cc3ccccc3)c(=O)[nH]c2=O)c1	-3	4	6	-6	5	3	0.9	6	0	-29	-11

Screens deposited in PubChem BioAssay by several laboratories.
